# EPAC2 antag = EPAC2 (human) antagonism; 360,000 tested, 0.18% active; Potency, µM (top dose mostly 114 µM), inactives show at the highest dose activity, negative = inhibition, hits mostly inhibitors; Q8WZA2; EPAC2 GEF exchange of Rap1B-BODIPY-GDP, fluorescence; note: potency is the fitted concentration of half-maximal effect; % is set by controls: 0 for no effect and ±100 for the full control effect; nearly all actives have a fitted effect of over 45% in size; many of its hits are not listed in these tables
# Target sequence (Q8WZA2 whole entry, looked up): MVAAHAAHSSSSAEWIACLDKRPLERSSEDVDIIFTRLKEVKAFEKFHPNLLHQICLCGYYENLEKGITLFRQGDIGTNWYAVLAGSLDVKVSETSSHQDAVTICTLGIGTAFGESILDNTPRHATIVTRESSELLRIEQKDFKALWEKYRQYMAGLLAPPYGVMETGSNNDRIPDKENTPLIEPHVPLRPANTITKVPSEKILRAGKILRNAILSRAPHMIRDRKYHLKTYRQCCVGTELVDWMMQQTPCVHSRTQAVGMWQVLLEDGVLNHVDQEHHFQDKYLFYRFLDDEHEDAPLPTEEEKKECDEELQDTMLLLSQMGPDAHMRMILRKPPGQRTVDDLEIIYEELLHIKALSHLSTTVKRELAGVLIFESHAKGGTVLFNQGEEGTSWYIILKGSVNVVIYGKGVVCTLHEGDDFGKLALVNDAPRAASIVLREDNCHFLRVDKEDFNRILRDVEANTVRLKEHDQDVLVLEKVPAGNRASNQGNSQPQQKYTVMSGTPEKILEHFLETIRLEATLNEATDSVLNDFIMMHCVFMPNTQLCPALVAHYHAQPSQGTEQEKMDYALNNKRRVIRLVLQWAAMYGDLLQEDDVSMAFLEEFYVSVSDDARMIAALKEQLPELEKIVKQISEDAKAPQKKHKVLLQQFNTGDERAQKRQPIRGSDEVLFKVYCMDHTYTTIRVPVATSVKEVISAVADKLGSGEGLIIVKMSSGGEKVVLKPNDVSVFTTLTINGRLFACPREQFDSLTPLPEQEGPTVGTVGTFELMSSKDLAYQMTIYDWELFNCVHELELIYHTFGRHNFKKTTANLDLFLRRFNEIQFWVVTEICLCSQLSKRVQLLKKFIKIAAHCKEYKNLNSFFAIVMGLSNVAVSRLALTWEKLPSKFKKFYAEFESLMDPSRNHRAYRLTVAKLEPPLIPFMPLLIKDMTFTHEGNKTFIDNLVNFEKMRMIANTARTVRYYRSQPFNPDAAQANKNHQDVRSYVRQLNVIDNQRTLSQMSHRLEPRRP
# DRD3 antagonist = antagonists of human D3 dopamine receptor; D3R cells, DiscoveRx beta-arrestin luminescence, antagonist mode; stronger effect = lower value; max response, negative = inhibition, %; 360,000 tested, 2.5% active; in the data active = max response below about -50%; inconclusive = no clear call, values can overlap the other calls; note: % is set by controls: 0 for no effect and ±100 for the full control effect; mostly tested at two doses, the higher about 12 µM
#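 Cells plated overnight at 1500 cells/well, then exposed to library compounds with dopamine controls for 90 minutes at 37 degrees C. DiscoveRx reagent added for 30–60 minutes at room temperature; luminescence read, quantitative HTS format.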
# aSyn yeast inh = alpha-synuclein toxicity inhibition in yeast | Yeast expressing alpha-synuclein, growth rescue, BacTiter-Glo, 24 h | 370,000 tested, 0.14% active | AID 652106 | Potency, µM (top dose mostly 46.1 µM), without a hit: at the top dose growth rescue (activation), usual class: activators; note: potency is the fitted concentration of half-maximal effect; % of control where 0% means no effect; nearly all actives have a fitted effect of over 65% in size
#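 Readout is rescue of growth in alpha-synuclein-expressing yeast, so inhibitors of toxicity appear as activators. Growth after 24 hr at 30 deg C in galactose medium is quantified by luminescence.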
# DRD3 agonist = agonists of human D3 dopamine receptor; P35462; D3R DiscoveRx beta-arrestin cells, luminescence, 90 min; max activation, %; 410,000 tested, 0.58% active; in the data active = max activation above about 30%; note: 0% is about no effect; mostly tested at two doses, the higher about 12 µM
#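 Cells at 1500/well, incubated overnight, then treated with pinned compounds (dopamine as control) for 90 min at 37 degrees C. DiscoveRx reagent added for 30 - 60 minutes at room temperature; luminescence read.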
# FUS yeast rescue = suppressors of FUS proteinopathy in yeast. Potency, µM (top dose mostly 76.6 µM), for the others: at the top dose growth rescue (activation), usual class: activators. AID 1347120. S. cerevisiae FUS-expressing, growth rescue, OD600, 24 h. 390,000 tested, 0.24% active;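 note: potency is the fitted concentration of half-maximal effect; plate controls were DMSO vehicle for no effect and reference control for full effect; nearly all actives have a fitted effect of over 55% in size; some results filed as inactive show a strong effect at the top dose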
#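 Quantitative HTS measuring growth restoration of FUS-toxic yeast. Galactose-induced cells (OD 0.005) were exposed 24hr at 30C to compounds at several concentrations, then absorbance at 600 nm was recorded.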
# Abeta rescue = compounds reversing amyloid beta toxicity in yeast | yeast expressing A-beta42, growth rescue, OD600, 48 h; response scale: 0% DMSO, 100% iron-clioquinol control | Potency, µM (titrated, usually from 46.1 µM), for inactives: at the highest dose growth rescue, actives largely listed as activators | 410,000 tested, 0.063% active | AID 1347071; note: potency is the fitted concentration of half-maximal effect; nearly all actives have a fitted effect of over 55% in size
#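 Yeast growth medium received pinned compounds, then yeast cells expressing toxic A-beta were added; plates incubated at 30 C for 48 hr. Growth read as absorbance at 600 nm, normalized to DMSO and equimolar FeCl3 plus clioquinol controls.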
# EPAC2 ag = agonists of human EPAC2 (RAPGEF4); Q8WZA2; EPAC2 activation, biochemical qHTS; response scale: 100% = 6.5 mM cAMP response; Potency, µM (titrated, usually from 154 µM), for the others: at the highest dose activation, usual class: activators; 360,000 tested, 0.079% active; AID 720711; note: potency is the fitted concentration of half-maximal effect; nearly all actives have a fitted effect of over 50% in size
#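 Setup: EPAC2 100 nM, labeled Rap1B complex 250 nM, free GDP 50 uM. Compound titrations pinned in, brief spin, 5 min room temperature incubation. Kinetic fluorescence read over 30 min, normalized to 6.5 mM cAMP.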
# TDP-43 yeast inh = TDP-43 toxicity inhibition in yeast | TDP-43 expressing yeast growth rescue, BacTiter-Glo, 24 h | Potency, µM (highest dose often 46.1 µM), inactives show at the highest dose growth rescue (activation), most hits filed as activators | 410,000 tested, 1.8% active; note: potency is the fitted concentration of half-maximal effect; % of control where 0% means no effect; nearly all actives have a fitted effect of over 50% in size
#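 In this qHTS, compounds that restore growth of yeast expressing TDP-43 appear as activators. Cells (OD600=0.02, galactose medium, raffinose-pregrown) are incubated with compound 24 hr at 30 deg C and growth is quantified by BacTiter-Glo.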
# An asterisk follows results filed as active; ? = inconclusive; . = no result given; & = joins results of further samples; [ ] = remark or other dose. Unless noted, calls come from the whole dose curve; as a rule, active = well fitted curve in the direction sought with a large enough effect; inconclusive = small, poorly fitted or top-dose-only effect, or another doubt; inactive = no such curve, though single readings can be large; an effect the other way counts as inactive or inconclusive. This is a subset (hit frequency here may not be typical).
SMILES,EPAC2 antag,DRD3 antagonist,aSyn yeast inh,DRD3 agonist,FUS yeast rescue,Abeta rescue,EPAC2 ag,TDP-43 yeast inh
CCOC(=O)c1cnc2ccc(Cl)cc2c1Nc1ccc(S(=O)(=O)Nc2ncccn2)cc1,4%,-5,-11%,2,-17%,9%,4%,9%
COc1ccc(-c2cc(C(=O)Nc3ccc(Cl)cc3Cl)c3ccccc3n2)cc1OC,-1%,24,-3%,-13,.,0%,-3%,-19%
CCc1nc(SCC(=O)Nc2cc(C)ccc2OC)c2c(C)c(C)sc2n1,?,-21,4%,3,-18%,4%,3%,-8%
O=c1c2ccccc2sn1-c1ccccc1,-5%,-98*,-70%[inhibitor],-3,-3%,-93%[inhibitor],3%,-91%[inhibitor]
CCc1ccc(NC(=O)c2ccc3nc(N)sc3c2)cc1,0%,13,-16%,-2,-16%,5%,8%,3%
CC1CCN(S(=O)(=O)c2cccc(C(=O)NC3CCS(=O)(=O)C3)c2)CC1 (stereo unspecified),-5%,8,5%,-8&-4,4%&-6%,3%&2%,0%,17%&4%
COC(=O)c1ccc(N2C(c3cc(OC)cc(OC)c3)=Cc3ccc(-c4cnc(OC)nc4)cc3C2CC(=O)C2CC2)cc1 (stereo unspecified),9%,3,0%,6,-5%,2%,10%,?
CN(C)C(=O)CSc1nc(-c2cccs2)c(-c2cccs2)[nH]1,-7%,13,2%,12,-2%,8%,-6%,2%
CCN1CCN(C(=O)c2ccc3c(=O)n(CCC4=CCCCC4)c(=O)[nH]c3c2)CC1,-5%,-54*,-2%,-12,9%,-1%,9%,-5%
CCOC(=O)C1(Cc2ccc(OC)cc2)CCN(C(=O)C2CC(=O)N(C3CC3)C2)CC1 (stereo unspecified),0%,-5,-8%,6,6%,-3%,-3%,-8%
COCCN1C(=O)N[C@@H](c2ccccc2)[C@@H](C(=O)OC)[C@H]1C,-5%,6,2%,7,-10%,10%,11%,23%
CCOc1ccccc1CNC(=O)CCCn1ccc2cc(S(=O)(=O)N3CCCC3)ccc21,3%,-15,12%,1&0,24%&44%,-5%&-3%,9%,3%&2%
CC(OC(=O)c1cccc(-n2cnnn2)c1)C(=O)c1ccccc1 (stereo unspecified),-9%,11,5%,1,6%,3%,7%,0%
COc1c(C)cc(C(=O)C2CCCN(C(=O)c3cc(C)nc(C)n3)C2)cc1C (stereo unspecified),2%,0,3%,-11,10%,-14%,9%,-1%
CCN1CCN(C(=O)C2CCN(S(=O)(=O)N3CCC4(CC3)OCCO4)CC2)CC1,12%,8,5%,1,-10%,15%,-11%,-6%
O=C(CC1C(=O)N(c2ccccc2)C(=S)N1c1ccccc1)c1ccc(Br)cc1 (stereo unspecified),-2%,-1,0%,5,2%,-8%,10%,7%
CCN(CC)CC(C)OC(=O)c1ccccc1Cl (stereo unspecified),-9%,-9,-4%,3,4%,16%,11%,-20%
c1ccc(CCCN2CCOCC2)cc1,6%,-7,-2%,-14,-9%,-3%,2%,-9%
c1ccc(COc2nsnc2N2CCOCC2)cc1,-3%,5,-25%,-1,-9%,-34%,12%,-40%[inhibitor]
C=C1CN(CC(=O)OC)S(=O)(=O)c2ccccc21,9%,?,-5%,-27,-5%,4%,-3%,2%
CCCCn1c(N)c(N2CCOCC2)c(=O)n(CC(=O)NC(C)c2ccccc2)c1=O (stereo unspecified),17%,-1,-1%,0,-11%,-7%,2%,?
CCc1cc2ccccc2nc1SCC(=O)N1CCN(C(=O)c2ccco2)CC1,0%,0,13%,4,.,-16%,2%,?
Clc1ccc(Cn2ncc3c(NCCN4CCOCC4)ncnc32)cc1,12%,-4,-14%,2,8%,-12%,9%,7%
CCn1c(SCC(=O)Nc2nnc(C)s2)nnc1-c1ccncc1,-1%,24,4%,7,-12%,2%,11%,1%
Cn1ccnc1SCc1cn2cc(Br)ccc2n1,-10%[57.1 µM],?,-18%,1,-19%,17%,-7%,-7%

# (continued)
SMILES,EPAC2 antag,DRD3 antagonist,aSyn yeast inh,DRD3 agonist,FUS yeast rescue,Abeta rescue,EPAC2 ag,TDP-43 yeast inh
Cc1cccc(-n2c(=O)c3c4c(sc3n3cnnc23)CCCC4)c1,.,.,-12%,-10,-12%,-22%,.,15%
Cc1cccc(-n2c(=S)[nH]c3nc4c(cc3c2=O)COC(C)(C)C4)c1,4%,-30,-5%,-8,15%,0%,5%,8%
CCC(C)(C)NC(=O)c1cc(S(=O)(=O)N2CCc3ccccc32)cn1C,-11%,-5,3%,-11,-23%,-9%,1%,1%
O=C(COc1ccc(F)c(Cl)c1)NC(=O)NC1CCCC1,-10%,15,4%,1,-8%,20%,-2%,4%
CCC(C)N(CCNC(=O)c1ccc(NC2=NC3CS(=O)(=O)CC3S2)cc1)Cc1ccco1 (stereo unspecified),6%,-19,0%,-5,-4%,9%,5%,9%
CCN1C(=O)C2(c3ccccc31)c1c(oc3ccc(C)cc3c1=O)C(=O)N2CCCOC(C)C (stereo unspecified),.,.,.,7,2%,-1%,.,0%
S=C(Nc1ccc(Br)cc1)NC1CCCCC1,11%,?,-26%,4,.,14%,-2%,?
CC(C)(C)[C@@H]1COC(=O)[C@@H](Cc2ccc(F)cc2)C/C=C\C[C@H](CC(=O)N(CCO)Cc2ccccc2)C(=O)N1,-14%,31,2%,-1,?,5%,11%,6%
CC(=O)Nc1ccc(NC(=O)c2ccc(COc3ccc(C)cc3)o2)cc1,6%,-4,0%,1,-3%,-7%,-2%,-10%
CC1CCCCC1NC(=O)NC(=O)CCl (stereo unspecified),6%,-5,-3%,-2,27%,-54%,-6%,-2%[9.22 µM]
CCCCn1c(SCC(=O)c2ccc(O)c(O)c2)nc2ccsc2c1=O,-1%,75,6%,9,.,0%,14%,20µM*
COC(CNC(=O)c1cc(-c2ccncc2)nc2ccc(S(=O)(=O)N3CCOCC3)cc12)OC,8%,-2,-2%,0,-2%,-4%,-3%,-4%
O=C(COc1ccc(F)cc1)NCc1ccc2c(c1)CCN2C(=O)c1ccccc1,.,.,.,-3,-8%,4%,.,16%
COC(=O)C1=C(C)N(Cc2ccccc2)C(=NCCCOC(C)C)N[C@H]1c1ccccc1,11%,-29,0%,0,9%,3%,2%,14%
COc1ccc(CSc2nnc(Cc3sc(-c4ccccc4)nc3-c3ccccc3)o2)cc1,11%,2,3%,2,7%,11%,9%,-6%
CCOCCCN(C(=O)Cn1nnc(-c2ccc(C)o2)n1)C(C(=O)NC1CCCC1)c1ccc(C)o1 (stereo unspecified),13%,9,0%,1,-5%,5%,2%,-17%
Cc1cc(C)c(NC(=O)CSc2nc(C)cc(C)c2C#N)c(C)c1,.,.,6%,-8,-19%,-15%,.,4%
CCOc1cc(Br)c(COc2ccc(C)nc2[N+](=O)[O-])cc1OCC,-6%,22,-1%,22,0%,-5%,6%,-2%
Cc1ccc(NC(=O)C(=O)NCC(c2cccnc2)N2CCc3ccccc32)cc1Cl (stereo unspecified),.,.,.,22,9%,-1%,.,-58%[inhibitor]
CCN(CC(=O)Nc1c(F)cccc1F)C(=O)/C=C/c1ccc(C)o1,1%,0,-1%,7,-11%,4%,3%,-8%
COC(=O)c1cnc(Nc2nc(CN)cs2)nc1C(F)(F)F,2%,-13,-5%,-1,-6%,-17%,11%,13%

# Another view of part of the listing above:
# Values run as follows: EPAC2 antag	DRD3 antagonist	aSyn yeast inh	DRD3 agonist	FUS yeast rescue	Abeta rescue	EPAC2 ag	TDP-43 yeast inh
CCCCn1c(SCC(=O)c2ccc(O)c(O)c2)nc2ccsc2c1=O
  -1%	75	6%	9	.	0%	14%	20µM*
COC(CNC(=O)c1cc(-c2ccncc2)nc2ccc(S(=O)(=O)N3CCOCC3)cc12)OC
  8%	-2	-2%	0	-2%	-4%	-3%	-4%
O=C(COc1ccc(F)cc1)NCc1ccc2c(c1)CCN2C(=O)c1ccccc1
  .	.	.	-3	-8%	4%	.	16%
COC(=O)C1=C(C)N(Cc2ccccc2)C(=NCCCOC(C)C)N[C@H]1c1ccccc1
  11%	-29	0%	0	9%	3%	2%	14%
COc1ccc(CSc2nnc(Cc3sc(-c4ccccc4)nc3-c3ccccc3)o2)cc1
  11%	2	3%	2	7%	11%	9%	-6%
CCOCCCN(C(=O)Cn1nnc(-c2ccc(C)o2)n1)C(C(=O)NC1CCCC1)c1ccc(C)o1 (stereo unspecified)
  13%	9	0%	1	-5%	5%	2%	-17%
Cc1cc(C)c(NC(=O)CSc2nc(C)cc(C)c2C#N)c(C)c1
  .	.	6%	-8	-19%	-15%	.	4%
CCOc1cc(Br)c(COc2ccc(C)nc2[N+](=O)[O-])cc1OCC
  -6%	22	-1%	22	0%	-5%	6%	-2%
Cc1ccc(NC(=O)C(=O)NCC(c2cccnc2)N2CCc3ccccc32)cc1Cl (stereo unspecified)
  .	.	.	22	9%	-1%	.	-58%[inhibitor]
CCN(CC(=O)Nc1c(F)cccc1F)C(=O)/C=C/c1ccc(C)o1
  1%	0	-1%	7	-11%	4%	3%	-8%
COC(=O)c1cnc(Nc2nc(CN)cs2)nc1C(F)(F)F
  2%	-13	-5%	-1	-6%	-17%	11%	13%
